Source: PubChem
CHRM5 PAM: CHRM5 positive allosteric modulation; P08912; 360,000 tested, 0.3% active; activation, % at 3 µM; CHO-K1 hM5, Fluo-8 calcium, ACh EC20 PAM; 0% = ACh EC20, 100% = ACh EC100;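 active = activation above the run cutoff, the mean activation of all test compounds plus 3 SD, cut at about 18% in these data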
Target sequence (P08912 whole entry, looked up): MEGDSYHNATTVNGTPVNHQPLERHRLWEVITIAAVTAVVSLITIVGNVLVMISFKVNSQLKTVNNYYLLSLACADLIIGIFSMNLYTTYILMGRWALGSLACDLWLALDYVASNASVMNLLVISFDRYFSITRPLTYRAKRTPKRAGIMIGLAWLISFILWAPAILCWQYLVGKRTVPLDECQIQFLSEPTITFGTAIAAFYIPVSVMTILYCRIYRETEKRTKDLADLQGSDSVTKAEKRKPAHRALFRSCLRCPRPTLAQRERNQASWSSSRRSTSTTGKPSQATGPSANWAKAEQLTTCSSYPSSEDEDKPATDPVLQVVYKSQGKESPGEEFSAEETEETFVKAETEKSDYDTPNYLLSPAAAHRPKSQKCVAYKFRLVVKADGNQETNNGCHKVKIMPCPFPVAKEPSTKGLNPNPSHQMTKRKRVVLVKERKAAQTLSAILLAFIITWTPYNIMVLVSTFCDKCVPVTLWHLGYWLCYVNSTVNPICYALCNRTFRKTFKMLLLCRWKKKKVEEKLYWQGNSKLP
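System: CHO-K1 hM5 cells. Reagent: acetylcholine, EC20 level. Compound dosing: single dose, 3 µM nominal final test concentration. Timing: Post-acetylcholine fluorescence recording 140 s. Detection: Fluo-8 calcium fluorescence. Read-out: % activation, ACh-normalized. Benchmarks: ACh EC20 and EC100 wells. Repeats: singlicate, one well per test compound.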
CHO-K1 Ca antag: nonselective inhibitor or artifact in parental CHO-K1 cells; ATP-induced calcium, Fluo-8 fluorescence; inhibition, % at 3 µM; 360,000 tested, 0.6% active; AID 602250;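 active = inhibition above a per-plate cutoff, the plate's mean sample inhibition plus 3 SD, cut at about 24% in these data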;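 also: 0% = DMSO plus EC80 ATP and 100% = DMSO alone without ATP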
M5 antag: blocks acetylcholine activation of human M5 receptor; P08912; CHO-hM5 cells, Fluo-8 calcium fluorescence, ACh EC80; inhibition, % at 3 µM; 360,000 tested, 0.59% active; AID 624040;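 active = inhibition above a per-plate cutoff, the mean of that plate's test compounds plus 3 SD, cut at about 27% in these data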;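 also: 0% = acetylcholine EC80 with DMSO and 100% = DMSO without agonist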
M5 ag: agonists of human muscarinic M5 receptor (CHRM5). CHO-K1 hM5 cells, Fluo-8 calcium fluorescence; 0% DMSO wells, 100% maximal acetylcholine response. activation, % at 3 µM. 360,000 tested, 0.19% active. AID 624037;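 active = activation above the run's mean over test compounds plus 3 SD, cut at about 23% in these data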;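 also: signal is peak over basal fluorescence ratio across the kinetic read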
CHO-K1 Ca ag: nonselective activator or artifact in parental CHO-K1 cells; 360,000 tested, 0.48% active; activation, % at 3 µM; Fluo-8 calcium fluorescence; scaled to maximal ATP response, vehicle zero; in the data active = activation above about 15%;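 also: untransfected CHO-K1 host cells lacking M1 receptor as counterscreen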
M4 antag: CHRM4 antagonism in calcium assay; P08173; CHO-hM4 cells, ACh EC80, Fluo-8 calcium fluorescence; inhibition, % at 3 µM; 360,000 tested, 0.73% active; AID 624125;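 active = inhibition above its plate's cutoff, the mean inhibition of sample wells plus 3 SD, cut at about 27% in these data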;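 also: 0% = acetylcholine EC80 with DMSO and 100% = DMSO without agonist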
CHRM4 PAM: potentiates acetylcholine response at human M4 receptor. P08173. 360,000 tested, 0.4% active. activation, % at 3 µM. CHO-K1 hM4/Gqi5, Fluo-8 calcium fluorescence, ACh EC20; 0% = ACh EC20, 100% = maximal ACh. AID 624126;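 active = activation above its plate's cutoff, the mean activation of sample wells plus 3 SD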; also: some results filed as inactive read as strong as hits
CHO-K1 Ca PAM: M1 PAM counterscreen hit in parental CHO-K1 cells; activation, % at 3 µM; 360,000 tested, 0.02% active; ATP EC20, Fluo-8 calcium fluorescence; 0% at ATP EC20, 100% at ATP max; AID 602247;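 active = activation above the run cutoff, the mean activation of all test compounds plus 3 SD, cut at about 40% in these data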;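 also: peak over basal fluorescence ratio in a 140 s read after ATP addition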
M4 ag: agonists of human muscarinic M4 receptor (CHRM4). CHO-K1 hM4/Gqi5, Fluo-8 calcium fluorescence; vehicle 0%, full acetylcholine response 100%. 360,000 tested, 0.14% active. P08173. activation, % at 3 µM;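 active = activation above the run mean over all test wells plus 3 SD, cut at about 32% in these data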;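 also: peak over basal fluorescence ratio per well then scaled between controls; 0% = DMSO wells and 100% = acetylcholine at EC100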
Numbers without * were called inactive. No enrichment for hits; about 2.7% have a hit in one of these screens.

1: Cc1cnc(C(=O)OCC(=O)Nc2cccc(S(=O)(=O)N3CCCCC3)c2)cn1
2: C[C@@H]1CN([C@H](C)CO)C(=O)CCCn2nncc2CO[C@H]1CN(C)Cc1cccc(O)c1
3: COc1ccc(NC(=O)Nc2cccc3c2O[C@H](CN(C)C(=O)NC2CCCCC2)[C@@H](C)CN([C@H](C)CO)C3=O)cc1
4: O=C(COc1cccc(Oc2ccccc2)c1)Nc1ccc(SC(F)F)cc1
5: O=S(=O)(Nc1cccc(Oc2ccc(Cl)cc2)n1)c1ccc(F)cc1
6: CCCCn1c(=O)[nH]c(=O)c2c1nc(-c1ccccc1OC(F)F)n2C

| Assay by compound | 1 | 2 | 3 | 4 | 5 | 6 |
| --- | --- | --- | --- | --- | --- | --- |
| CHRM5 PAM | 0 | -5 | 2 | -11 | -1 | 8 |
| CHO-K1 Ca antag | -13 | 8 | -18 | -16 | -8 | -15 |
| M5 antag | 3 | 10 | 10 | 14 | 6 | -11 |
| M5 ag | 6 | 1 | -4 | -1 | -3 | 4 |
| CHO-K1 Ca ag | 4.8 | 0.3 | 1.0 | 0.3 | 1.4 | 1.8 |
| M4 antag | -3 | -12 | 3 | -8 | -3 | -8 |
| CHRM4 PAM | 4 | 8 | -3 | -7 | -6 | -2 |
| CHO-K1 Ca PAM | 23 | -3 | -4 | -2 | 12 | -5 |
| M4 ag | 4 | 1 | 4 | 7 | 2 | 3 |

7: COc1ccc(CCC(=O)Nc2ccc(S(=O)(=O)N3CCCC3)cc2)cc1OC
8: CCN(C(=S)Nc1cccnc1)c1cccc2ccccc12
9: Cc1cc(C)cc(Cn2cc(CN3CC(N4CCN(CCN(C)C)CC4)CS3(=O)=O)nn2)c1 (centres undefined)
10: CCOC(=O)[C@]12CCC=C1N(Cc1ccccc1)C(=O)[C@H](CC(=O)NCc1cccc3ccccc13)C2
11: Cc1cccc(C)c1N1CCN(S(=O)(=O)N(C)C)CC1
12: COc1ccc(N(CC(=O)NCc2ccco2)C(=O)CNS(=O)(=O)c2ccc(Cl)cc2)cc1

| Assay by compound | 7 | 8 | 9 | 10 | 11 | 12 |
| --- | --- | --- | --- | --- | --- | --- |
| CHRM5 PAM | -1 | -4 | -2 | -7 | -3 | 4 |
| CHO-K1 Ca antag | -7 | -5 | -24 | -19 | -7 | -6 |
| M5 antag | 9 | -2 | -4 | 0 | -2 | -6 |
| M5 ag | 5 | -1 | 0 | -1 | -3 | 0 |
| CHO-K1 Ca ag | 1.6 | -0.5 | 0.9 | 2.1 | 0.7 | 0.8 |
| M4 antag | -10 | -3 | -3 | -4 | 7 | -9 |
| CHRM4 PAM | 5 | 0 | 4 | -3 | -4 | 1 |
| CHO-K1 Ca PAM | 9 | -2 | 13 | 20 | 27 | 7 |
| M4 ag | 2 | 1 | 1 | 8 | 0 | 2 |

13: CCCCOc1ccc(N2C(N)=NC(N)=NC23CCCCC3)cc1
14: NC(=O)CCn1cnc2ccccc21
15: COC(=O)CN1C(=O)N/C(=C/c2ccc(C)o2)C1=O
16: CN(CC(=O)Nc1ccc(N2CCOCC2)cc1)CC(=O)Nc1ccc([N+](=O)[O-])cc1Br
17: CCc1ccc(-c2nc(CSCC(=O)N3CCN(c4ncccn4)CC3)c(C)o2)cc1
18: COc1ccc(NC(=O)c2[nH]ncc2[N+](=O)[O-])cc1

| Assay by compound | 13 | 14 | 15 | 16 | 17 | 18 |
| --- | --- | --- | --- | --- | --- | --- |
| CHRM5 PAM | -16 | 1 | 5 | 4 | -15 | 18* |
| CHO-K1 Ca antag | 1 | 8 | -6 | -1 | 4 | -15 |
| M5 antag | 5 | 8 | 7 | -7 | -9 | -9 |
| M5 ag | -24 | 1 | 5 | -1 | 1 | 0 |
| CHO-K1 Ca ag | -0.4 | -0.3 | 1.4 | 4.5 | -0.4 | -0.2 |
| M4 antag | 17 | 2 | 1 | 2 | -32 | -1 |
| CHRM4 PAM | -13 | -2 | -3 | -6 | -4 | 1 |
| CHO-K1 Ca PAM | 12 | -23 | 13 | 23 | 3 | 4 |
| M4 ag | 1 | 0 | 1 | 4 | 13 | 0 |

19: COc1cc(/C=C2/C(=N)N3C=CSC3=NC2=O)ccc1OCCCOc1ccccc1C
20: Cc1ccc(CSCC(=O)N(C)CC(=O)Nc2c(Cl)cccc2Cl)cc1
21: CCc1cccc(C)c1NC(=O)CSc1nnc(-c2ccco2)n1N
22: CCC1(CC)C(=O)C2=C3C1[C@H](C(=O)OC)C=C(C(=O)OC)C[C@H]3[C@H]1C(=O)NC(=O)[C@H]1[C@H]2C (some centres undefined)
23: Cc1ccc(C(=O)CSc2nc(C)cc(SCc3nnc(-c4ccccc4)o3)n2)cc1
24: COc1ccc(N(C)S(=O)(=O)c2cccc(C(=O)NCC3CCCO3)c2)cc1 (centres undefined)
25: COc1ccc(NC(=O)CCNC(=O)c2ccco2)cc1OC
26: O=C(CNC(=O)c1ccccc1)NCC1COc2ccccc2O1 (centres undefined)

| Assay by compound | 19 | 20 | 21 | 22 | 23 | 24 | 25 | 26 |
| --- | --- | --- | --- | --- | --- | --- | --- | --- |
| CHRM5 PAM | -11 | -3 | -2 | 2 | 4 | 6 | 1 | 4 |
| CHO-K1 Ca antag | -8 | -5 | 1 | -1 | -9 | -8 | -14 | -7 |
| M5 antag | 2 | -2 | -1 | 7 | 1 | -4 | 8 | -4 |
| M5 ag | 5 | 2 | 2 | 7 | -8 | -2 | -2 | -2 |
| CHO-K1 Ca ag | 0.1 | 5.8 | -0.3 | 0.2 | 0.4 | 0.3 | 1.0 | 0.0 |
| M4 antag | 4 | -11 | -6 | 5 | -4 | 1 | 4 | -9 |
| CHRM4 PAM | -4 | -9 | 20 | 4 | 5 | -1 | 0 | 11 |
| CHO-K1 Ca PAM | -2 | 11 | 8 | -6 | -6 | 7 | -12 | 9 |
| M4 ag | 2 | 17 | 1 | 2 | -1 | 2 | 0 | 1 |

12 successive compounds out of the list so far, for reference:
15: COC(=O)CN1C(=O)N/C(=C/c2ccc(C)o2)C1=O
16: CN(CC(=O)Nc1ccc(N2CCOCC2)cc1)CC(=O)Nc1ccc([N+](=O)[O-])cc1Br
17: CCc1ccc(-c2nc(CSCC(=O)N3CCN(c4ncccn4)CC3)c(C)o2)cc1
18: COc1ccc(NC(=O)c2[nH]ncc2[N+](=O)[O-])cc1
19: COc1cc(/C=C2/C(=N)N3C=CSC3=NC2=O)ccc1OCCCOc1ccccc1C
20: Cc1ccc(CSCC(=O)N(C)CC(=O)Nc2c(Cl)cccc2Cl)cc1
21: CCc1cccc(C)c1NC(=O)CSc1nnc(-c2ccco2)n1N
22: CCC1(CC)C(=O)C2=C3C1[C@H](C(=O)OC)C=C(C(=O)OC)C[C@H]3[C@H]1C(=O)NC(=O)[C@H]1[C@H]2C (some centres undefined)

| Assay by compound | 15 | 16 | 17 | 18 | 19 | 20 | 21 | 22 |
| --- | --- | --- | --- | --- | --- | --- | --- | --- |
| CHRM5 PAM | 5 | 4 | -15 | 18* | -11 | -3 | -2 | 2 |
| CHO-K1 Ca antag | -6 | -1 | 4 | -15 | -8 | -5 | 1 | -1 |
| M5 antag | 7 | -7 | -9 | -9 | 2 | -2 | -1 | 7 |
| M5 ag | 5 | -1 | 1 | 0 | 5 | 2 | 2 | 7 |
| CHO-K1 Ca ag | 1.4 | 4.5 | -0.4 | -0.2 | 0.1 | 5.8 | -0.3 | 0.2 |
| M4 antag | 1 | 2 | -32 | -1 | 4 | -11 | -6 | 5 |
| CHRM4 PAM | -3 | -6 | -4 | 1 | -4 | -9 | 20 | 4 |
| CHO-K1 Ca PAM | 13 | 23 | 3 | 4 | -2 | 11 | 8 | -6 |
| M4 ag | 1 | 4 | 13 | 0 | 2 | 17 | 1 | 2 |

23: Cc1ccc(C(=O)CSc2nc(C)cc(SCc3nnc(-c4ccccc4)o3)n2)cc1
24: COc1ccc(N(C)S(=O)(=O)c2cccc(C(=O)NCC3CCCO3)c2)cc1 (centres undefined)
25: COc1ccc(NC(=O)CCNC(=O)c2ccco2)cc1OC
26: O=C(CNC(=O)c1ccccc1)NCC1COc2ccccc2O1 (centres undefined)

| Assay by compound | 23 | 24 | 25 | 26 |
| --- | --- | --- | --- | --- |
| CHRM5 PAM | 4 | 6 | 1 | 4 |
| CHO-K1 Ca antag | -9 | -8 | -14 | -7 |
| M5 antag | 1 | -4 | 8 | -4 |
| M5 ag | -8 | -2 | -2 | -2 |
| CHO-K1 Ca ag | 0.4 | 0.3 | 1.0 | 0.0 |
| M4 antag | -4 | 1 | 4 | -9 |
| CHRM4 PAM | 5 | -1 | 0 | 11 |
| CHO-K1 Ca PAM | -6 | 7 | -12 | 9 |
| M4 ag | -1 | 2 | 0 | 1 |
